Source: PubChem
PrPC TRFRET = inhibitors of human cell surface prion protein PrPC | inhibition, % at 13.8 µM | P04156 | TR-FRET read-out | 370,000 tested, 0.43% active | AID 720596; in the data active = inhibition above about 24%; note: 0% = median of the test wells and 100% = reference compound wells
BoNT-F LC inh = BoNT F light chain protease inhibition; Multiplex microsphere protease cleavage assay, flow cytometry; inhibition, % at 10 µM; 360,000 tested, 0.22% active; in the data active = inhibition above about 35%, passing the limit was not always enough; inconclusive = no clear call, values can overlap the other calls; note: plate controls were buffer without enzyme for full effect and enzyme alone for no effect
BoNT A protease = blocks Botulinum neurotoxin A light chain protease; multiplex microsphere protease substrate cleavage, flow cytometry; inhibition, % at 10 µM; 360,000 tested, 0.17% active; AID 588499; in the data active = inhibition above about 30%; inconclusive = no clear call, values can overlap the other calls; note: plate controls were buffer without enzyme for full effect and enzyme alone for no effect
FadD28 binding = inhibitors of Mycobacterium tuberculosis FadD28 bisubstrate binding; inhibition, % at 12.5 µM; FadD28 bisubstrate probe binding, fluorescence polarization; 360,000 tested, 0.22% active; AID 588549; in the data active = inhibition above about 8.5%, passing the limit was not always enough; inconclusive = no clear call, values can overlap the other calls
BioA inh = BioA (M. tuberculosis) enzyme inhibition. purified M. tuberculosis BioA enzyme, plate reader. inhibition, % at 9.99 µM. 360,000 tested, 0.096% active; in the data active = inhibition above about 40%; inconclusive = no clear call, values can overlap the other calls
CCHFV vOTU inh = CCHFV vOTU protease inhibition; 370,000 tested, 0.55% active; inhibition, % at 11.5 µM; Pep-AMC fluorescence; AID 651958; note: 0% = vehicle wells with enzyme and 100% = no enzyme wells
Mtb UGM inh = inhibitors of M. tuberculosis UDP-galactopyranose mutase. P9WIQ1. purified UGM, fluorescence polarization probe displacement. inhibition, % at 10 µM. 320,000 tested, 0.06% active. AID 504406; in the data active = inhibition above about 10%, passing the limit was not always enough; inconclusive = no clear call, values can overlap the other calls
Target sequence (P9WIQ1 whole entry, looked up): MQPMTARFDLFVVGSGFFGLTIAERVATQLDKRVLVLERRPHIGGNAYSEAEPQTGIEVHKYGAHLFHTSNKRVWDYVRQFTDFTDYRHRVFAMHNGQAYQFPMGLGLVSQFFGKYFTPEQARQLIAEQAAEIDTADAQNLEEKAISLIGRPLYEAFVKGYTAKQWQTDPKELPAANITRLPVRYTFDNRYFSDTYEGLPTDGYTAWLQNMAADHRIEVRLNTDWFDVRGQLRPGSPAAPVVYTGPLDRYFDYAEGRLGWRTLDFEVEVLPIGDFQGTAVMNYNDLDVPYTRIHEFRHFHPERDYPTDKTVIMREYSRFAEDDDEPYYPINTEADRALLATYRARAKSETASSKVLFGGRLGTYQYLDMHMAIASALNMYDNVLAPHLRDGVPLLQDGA
FBA Mtb inh = inhibits M. tuberculosis FBA enzyme; P9WQA3; purified M. tuberculosis FBA, fluorescence read-out; inhibition, % at 1 µM; 360,000 tested, 2.3% active; in the data active = inhibition above about 27%;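 note: 0% = vehicle and 100% = reference inhibitor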
Target sequence (P9WQA3 whole entry, looked up): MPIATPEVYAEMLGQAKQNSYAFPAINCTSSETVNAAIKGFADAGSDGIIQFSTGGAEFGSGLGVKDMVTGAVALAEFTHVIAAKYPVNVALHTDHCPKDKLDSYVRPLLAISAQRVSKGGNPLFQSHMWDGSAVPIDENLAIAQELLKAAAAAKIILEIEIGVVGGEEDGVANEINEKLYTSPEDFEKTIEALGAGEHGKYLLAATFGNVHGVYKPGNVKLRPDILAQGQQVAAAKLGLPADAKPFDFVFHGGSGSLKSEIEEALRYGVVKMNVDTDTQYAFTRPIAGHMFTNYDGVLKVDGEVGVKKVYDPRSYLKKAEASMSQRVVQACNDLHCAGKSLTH
GDH-TPI counter = counter-screen for M. tuberculosis FBA inhibitors: GDH-TPI coupled enzymes; GDH-TPI coupled enzyme counterscreen, NADH absorbance; inhibition, % at 4.8 µM; 360,000 tested, 1.2% active;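 note: 0% = DMSO wells and 100% = wells lacking the enzyme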
* marks the source's active call; other numbers are inactive results; ? = inconclusive; / = no result given. Cut-off read from the data, not from the text of the source, unless noted: active = inhibition above about 30%; inactive = the rest.

Structure,BoNT A protease,GDH-TPI counter,CCHFV vOTU inh,FadD28 binding,BoNT-F LC inh,BioA inh,Mtb UGM inh,FBA Mtb inh,PrPC TRFRET
O=C(NNC(=S)NC(=O)c1cccs1)c1ccc(NC(=O)c2ccccc2)cc1,-0.2,17,-4,-4.4,-5,/,/,2,3
Clc1cccc(CNc2ccn3nc(-c4ccccc4)cc3n2)c1,-0.7,8,2,-6.0,0,-1.0,/,7,10
O=C(Nc1ccc2ccccc2c1)NC1CCS(=O)(=O)C1 (stereo not drawn),0.5,5,-6,-4.2,8,/,-1.9,20,2
CCc1noc(C)c1C(=O)Nc1cccc(S(=O)(=O)N2CCCCCC2)c1,2.1,1,-8,-2.6,29,2.1,-1.5,2,3
Cc1[nH]n(-c2ccccc2)c(=O)c1C=Nc1ccc2[nH]c(=O)[nH]c2c1,1.4,15,-1,-2.0,7,-0.9,-0.8,2,7
COCCNC(=O)c1ccc2c(c1)ncn2-c1ccc(F)c(F)c1,-0.2,4,8,-0.8,-6,7.2,-3.4,0,0
COc1ccc2c(C)cc3nnnn3c2c1,-0.1,-6,-2,-4.0,-5,1.4,1.6,-1,6
COc1ccc(Br)cc1/C=N/n1c(C)nc2ccccc2c1=O,-1.9,11,6,0.2,12,-1.0,/,1,-8
CC(C)(C)N(NC(=O)c1ccccc1)C(=O)c1ccc(C(=O)N(NC(=O)c2ccccc2)C(C)(C)C)cc1,-0.6,-4,-12,-1.6,-12,-1.3,-4.2,4,-3
CC#CC[N+](C)(CC#CC)CC(=O)c1ccccc1,-0.7,-3,0,0.9,-4,/,4.4,1,10
COc1ccc(OC)c(NC(=O)CSc2nnc(Cn3nnc4ccccc43)n2C)c1,-2.0,-5,-3,-1.0,-23,2.5,0.6,5,9
CCOc1ccc(NC(=O)CSc2nc(C)cc(C)n2)cc1,-0.2,1,-10,-0.4,-2,-0.6,2.6,-1,0
O=C(NC[C@H]1CCCO1)c1cccc2c1C(=O)c1ccc(-c3ccc(F)cc3OCc3ccccc3)cc1S2(=O)=O,0.3,11,5,-1.9,-3,-1.6,-5.4,4,-16
Cc1nn(-c2ccccc2)c(C)c1/C=N/NC(=O)c1cc(-c2ccc(Br)s2)[nH]n1,1.7,13,2,0.2,2,-3.5,-0.3,2,-6
CCOc1nc2ccccc2nc1C,-0.3,-1,2,-0.5,8,0.1,1.6,1,4
COc1cc2c(cc1OC)[C@@H](NC(=O)c1ccc(C(F)(F)F)cc1)[C@H](OCc1ccccc1)C2,-0.6,2,4,-2.2,-2,-0.6,/,0,12
CCCn1nc(C(=O)NNC(=O)CCCOc2ccc(C)cc2)c2ccccc2c1=O,-1.1,2,17,-0.1,-10,-0.7,2.5,-1,-2
COc1ccc(C(=O)N(Cc2ccco2)C(C(=O)NC2CCCC2)c2ccc(O)cc2)cc1OC (stereo not drawn),?,4,1,-0.2,5,/,1.1,1,-4
CCN(CC)CCNC(=O)NC1CCCCC1,?,8,10,-0.8,-4,-1.0,0.2,2,3
COC(=O)CSc1cc(C(=O)c2nccn2C)c2ccccc2n1,0.1,14,7,-1.4,-10,1.7,-3.4,1,-2
Cc1ccc(NC(=O)C2CCN(S(=O)(=O)c3cccs3)CC2)c(O)c1,-1.6,6,4,-1.2,1,4.7,-1.5,3,11
Cc1c(C(=O)NC(C)C)c(-c2ccccc2)nn1-c1ccccc1,0.0,7,-7,1.3,6,-0.1,/,2,-2
CC(C)(C)c1csc(N/N=C/c2cccnc2)n1,0.2,14,0,1.1,-7,-0.3,-0.5,-1,6
O=C1CC(N2CCC(O)(c3ccc(Cl)cc3)CC2)C(=O)N1Cc1ccc(N2CCCC2=O)cc1 (stereo not drawn),-0.9,10,12,0.8,-16,0.4,5.2,1,0
CC[n+]1ccc(C[n+]2ccccc2)c2ccccc21,3.2,5,13,-1.8,-2,/,0.3,3,-12
CC(C)c1ccc(/C=C/C(=O)CCC(=O)O)cc1,0.3,11,-14,0.8,-4,/,2.0,3,-5
CCCCc1cc(-c2n[nH]c(=S)o2)c2ccccc2n1,0.1,7,-4,-0.4,?,-1.7,0.2,7,-4
CCN(CC)c1ccc(/C=C(/C#N)c2nc3ccc(C)cc3[nH]2)c(OC(C)C)c1,-2.7,-4,2,0.0,64*,-3.6,4.0,-34,7
CCOC(=O)C1CCN(C(=O)COC(=O)COc2ccccc2OC)CC1,0.7,6,6,-0.5,8,0.1,3.7,1,0
O=C1OC(c2ccccc2)c2ccc3ccccc3c21 (stereo not drawn),-0.6,-5,-10,-0.7,3,/,-3.0,0,-5

Single records, from the list above.
Cc1c(C(=O)NC(C)C)c(-c2ccccc2)nn1-c1ccccc1 across the screens: BoNT A protease: 0.0; GDH-TPI counter: 7; CCHFV vOTU inh: -7; FadD28 binding: 1.3; BoNT-F LC inh: 6; BioA inh: -0.1; Mtb UGM inh: /; FBA Mtb inh: 2; PrPC TRFRET: -2
CC(C)c1ccc(/C=C/C(=O)CCC(=O)O)cc1 across the screens: BoNT A protease: 0.3; GDH-TPI counter: 11; CCHFV vOTU inh: -14; FadD28 binding: 0.8; BoNT-F LC inh: -4; BioA inh: /; Mtb UGM inh: 2.0; FBA Mtb inh: 3; PrPC TRFRET: -5
COc1cc2c(cc1OC)[C@@H](NC(=O)c1ccc(C(F)(F)F)cc1)[C@H](OCc1ccccc1)C2 across the screens: BoNT A protease: -0.6; GDH-TPI counter: 2; CCHFV vOTU inh: 4; FadD28 binding: -2.2; BoNT-F LC inh: -2; BioA inh: -0.6; Mtb UGM inh: /; FBA Mtb inh: 0; PrPC TRFRET: 12

Reprinted at random: two entries already listed.
Structure,BoNT A protease,GDH-TPI counter,CCHFV vOTU inh,FadD28 binding,BoNT-F LC inh,BioA inh,Mtb UGM inh,FBA Mtb inh,PrPC TRFRET
CCCCc1cc(-c2n[nH]c(=S)o2)c2ccccc2n1,0.1,7,-4,-0.4,?,-1.7,0.2,7,-4
O=C(Nc1ccc2ccccc2c1)NC1CCS(=O)(=O)C1 (stereo not drawn),0.5,5,-6,-4.2,8,/,-1.9,20,2

A stretch from further up, as a working copy:
Structure,BoNT A protease,GDH-TPI counter,CCHFV vOTU inh,FadD28 binding,BoNT-F LC inh,BioA inh,Mtb UGM inh,FBA Mtb inh,PrPC TRFRET
O=C(NNC(=S)NC(=O)c1cccs1)c1ccc(NC(=O)c2ccccc2)cc1,-0.2,17,-4,-4.4,-5,/,/,2,3
Clc1cccc(CNc2ccn3nc(-c4ccccc4)cc3n2)c1,-0.7,8,2,-6.0,0,-1.0,/,7,10

Carrying on:
Structure,BoNT A protease,GDH-TPI counter,CCHFV vOTU inh,FadD28 binding,BoNT-F LC inh,BioA inh,Mtb UGM inh,FBA Mtb inh,PrPC TRFRET
Nc1ccc2oc(-c3ccc4nc[nH]c4c3)nc2c1,0.8,31*,-8,-5.7,-21,2.0,4.5,6,1
Cc1ccc(NC(=O)CN(C)C(=O)CCOc2ccccc2C)cc1,0.5,5,4,-1.3,-7,/,-0.6,6,-5
CCN(CC)C(=O)CN(c1cccc([N+](=O)[O-])c1)S(=O)(=O)c1ccccc1,-0.7,-5,2,-1.2,-5,-0.8,-4.1,-6,-8
CC(=O)c1ccc(S(=O)(=O)N2CCN(CC(=O)Nc3ccccc3C(=O)NC3CC3)CC2)cc1,1.6,-5,12,-4.6,9,34,-2.5,0,-12
Cc1cc(NC(=O)C2CCC2)n(-c2ccccn2)n1,-0.9,8,-12,0.4,-7,2.2,1.5,2,-1
CCOc1ccc(C2CC(=O)NC(SCC(=O)OC)=C2C#N)cc1 (stereo not drawn),-0.4,0,3,-4.2,-3,0.8,0.5,-1,-5
Cc1c(C(=O)O)oc2c1/C(=N\O)CCC2,-0.5,2,-6,-0.4,3,/,-0.6,2,0
CCc1ccccc1-n1c(SCC(=O)N2CCCC2)nc2[nH]ncc2c1=O,-1.2,0,6,-1.6,-4,/,-0.5,0,-8
COc1ccccc1NS(=O)(=O)c1cccc(NC(=O)Nc2ccc(Cl)cc2)c1,-0.3,9,13,31*,-5,/,0.8,-2,45*
COc1ccc2cc(C(=O)C3CCCN(C(=O)c4cnccn4)C3)ccc2c1 (stereo not drawn),-0.1,13,-53,-0.1,1,2.4,0.6,88*,15
Cc1ccc(S(=O)(=O)N2CCC(C(=O)NCCCN3CCCCCC3)CC2)cc1,1.6,-2,-5,-2.1,-10,0.0,0.0,0,6
COC(=O)c1cc(-c2ccccc2)n[nH]1,-0.4,-1,13,-1.6,-8,-1.2,-1.8,2,8
Cc1cccc(N(C)S(=O)(=O)c2ccc(-c3cc(C)no3)s2)c1,-2.1,3,11,-2.6,0,-0.8,0.9,2,6
COc1cccc(NC(=S)N2C3CCCC2CC(NC(=O)C2CC2)C3)c1 (stereo not drawn),-0.4,2,-15,0.8,-6,0.4,1.7,0,3
CSC1=NCCN1S(=O)(=O)c1ccc(Cl)cc1,0.2,3,-10,-3.0,-1,/,-2.3,3,-2
CSc1ccc(CN2CCC2(C)C(=O)Nc2cnc3ccccc3c2)cc1 (stereo not drawn),0.2,7,9,-1.9,-1,-1.2,/,1,-1
CC(Sc1nnc(-c2ccccc2Br)o1)C(=O)N1CCOCC1 (stereo not drawn),1.1,-14,-13,-3.2,5,-0.6,-0.9,-1,3
O=C(Nc1nc2c(Br)cc(Br)cc2c(=O)s1)C1CCC1,-0.3,12,4,-3.6,0,/,3.0,1,3
Cc1ccc(N(Cc2cc3ccccc3[nH]c2=O)C(=O)c2ccco2)c(C)c1,-0.1,6,-5,-4.3,-2,-1.1,2.5,1,1
O=C(Nc1ccc(Cl)cn1)c1cccc(S(=O)(=O)N2CCCCC2)c1,-0.7,4,-11,-4.9,6,-1.5,/,0,1
CC1=NOC(=O)/C1=C\c1ccc(-c2ccccc2Br)o1,0.9,-4,-4,-5.2,3,/,/,-3,13
CCCNC(=O)c1cc2c(c(-c3cccc(-c4ccc(F)cc4)c3)n1)[C@@H](CCO)N(S(=O)C(C)(C)C)C2 (stereo partly drawn),-0.6,/,0,-3.7,-4,0.5,/,-1,3
Cc1cc(S(=O)(=O)NCC(C)C)ccc1OCC(=O)N1CCN(Cc2ccccc2)CC1,0.5,7,8,-1.0,-1,-2.4,-3.7,7,16
CC(=O)N1c2ccc(S(=O)(=O)N3CCC(C(=O)N4CCN(c5cccc(C(F)(F)F)c5)CC4)CC3)cc2CC1C (stereo not drawn),1.1,12,0,-0.7,2,-0.4,-0.2,4,6
CCOC(=O)C1=C(C)Nc2nc(C)nn2C1c1ccc(C)cc1 (stereo not drawn),-1.2,14,-5,-1.1,-8,-1.8,-0.3,4,3
CC(C)Oc1ccc(CNC(=S)N/N=C/c2ccc([N+](=O)[O-])cc2)cc1,1.2,6,16,-3.7,-6,-1.4,-1.9,1,0
O=C(CCCN1C(=O)C2CC=CCC2C1=O)Nc1cccc(F)c1 (stereo not drawn),-0.6,7,6,-9.9,-3,-0.5,2.0,-3,11
C/C(Cn1cnc([N+](=O)[O-])n1)=N/NC(=O)COc1ccccc1Cl,-0.5,3,9,-0.7,-10,/,-0.3,-2,-1
Cc1cccc(NC(=O)CNC(=O)c2cccs2)n1,6.1,8,3,-0.5,0,-2.0,1.2,3,-7
COc1ccc(/C=C2/C(=O)N(c3ccccc3)N=C2C)cc1OC,3.7,0,93*,-1.7,-21,2.5,0.0,-1,11
COc1ccc(CNc2ncnc3cc(Cl)ccc23)cc1,-0.2,-9,5,-6.4,2,/,-2.4,-1,20
CCc1ccc([C@H]2[C@@H]3C(=O)C[C@@H]4C(=O)N(C)C(=O)[C@@H]4[C@@H]3CN2S(=O)(=O)c2ccc(C)cc2)cc1,-0.2,/,30*,-4.0,-8,-4.3,/,-3,-2
CC(C)(C)C(=O)c1c(N)[nH]c(C(=O)c2ccccc2)c1-c1ccccc1Br,0.2,/,6,/,-8,/,/,/,-3
O=C(Nc1ccccc1Cl)C1CCCN(S(=O)(=O)c2cccc3cccnc23)C1 (stereo not drawn),0.8,4,13,-3.5,0,-0.5,-3.5,4,0
S=C(NCc1ccco1)Nc1ccc(Cl)c(Cl)c1,-2.0,0,11,-4.8,-14,0.1,1.1,2,5
